Screening results from PubChem BioAssay.
Scp1 inh: Scp-1 phosphatase inhibitors, primary screen, biochemical, colorimetric, uHTS; Recombinant Scp1, phosphopeptide, malachite green phosphate absorbance; inhibition, % at 20 µM; 0.88% of 340,000 active;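 active = inhibition above about 50% at 20 µM, limit read from the data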;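 also: plate controls were DMSO wells with enzyme for no effect and wells lacking enzyme for full effect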
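Material: truncated SCP-1 phosphatase (76-261aa) / Buffer or medium: 50 mM Tris acetate pH 5.5, 0.005% Tween-20, 10 mM MgCl2 / Compound dosing: one concentration, 20 µM, with 1.0% DMSO / Incubation: 45 min room-temperature reaction, 5 min colour, 30 min stabiliser / Detection: colorimetric free-phosphate detection, absorbance 630 nm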
Tb MetRS inh: T. brucei MetRS inhibitors, primary screen, biochemical, luminescence | AID 624268, 2012 | methionyl-tRNA synthetase (Trypanosoma brucei brucei) | 0.4% of 360,000 active | purified T. brucei MetRS, ATP depletion, Kinase-Glo luminescence | inhibition, % at 11.9 µM;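 active = inhibition above a per-plate cutoff of the control wells' mean inhibition plus 3 SD, cut at about 5.5% in these data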;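 also: 0% = DMSO wells median and 100% = median of wells with control inhibitor compound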
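System: purified T. brucei MetRS enzyme / Detection: Kinase-Glo luciferase luminescence reporting remaining unconsumed ATP / Medium: HEPES buffer with MgCl2, KCl, DTT, spermine, BSA, pyrophosphatase / Replication: singlicate, one well per compound / Evaluation: percent inhibition relative to median high and low control wells / Schedule: 2 h aminoacylation at 25 °C after 15 min preincubation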
CendR NRP1 mod: modulators of CendR peptide binding to NRP-1, primary screen, biochemical, fluorescence polarization, uHTS. Neuropilin-1 (Homo sapiens), O14786. FAM-RPARPAR peptide binding to NRP-1. inhibition, % at 25 µM. 0.85% of 360,000 active. AID 602438, 2012;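 active = inhibition or corrected inhibition above about 18%, plus a signal ratio from 0.5 to 1.5, limit read from the data, passing the limit was not always enough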; also: strong numbers were not always called active
SKN-1 block: suppressors of acrylamide-induced Pgst-4::GFP reporter in worms, primary screen, SKN-1 inhibitor project, whole organism, uHTS, GFP/RFP fluorescence ratio, strain VP596; inhibition, % at 21.8 µM; 0.49% of 360,000 active; C. elegans VP596 Pgst-4::GFP/RFP ratio, 24 h;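 active = interference check ratio from 0.5 to 1.5 plus GFP to RFP signal ratio inhibition reaching or exceeding a fixed threshold, cut at about 30% in these data, passing the limit was not always enough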; also: some compounds called inactive have numbers as strong as hits
Neddylation inh: inhibitors of cullin neddylation, primary screen, biochemical, TR-FRET, uHTS, NAE and Ubc12 | 0.58% of 360,000 active | AID 651699, 2012 | calls only at 25 µM | NEDD8-conjugating enzyme Ubc12 (Homo sapiens) + NEDD8-activating enzyme E1 regulatory …; in the data active = inhibition above about 36%
Target sequence (P61081 whole entry, looked up): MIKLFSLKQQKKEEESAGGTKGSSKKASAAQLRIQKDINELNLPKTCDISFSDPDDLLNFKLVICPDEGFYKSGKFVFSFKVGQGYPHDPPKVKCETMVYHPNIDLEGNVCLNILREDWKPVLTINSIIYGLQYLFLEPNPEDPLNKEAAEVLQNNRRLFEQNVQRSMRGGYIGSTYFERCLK
Target sequence (Q13564 whole entry, looked up): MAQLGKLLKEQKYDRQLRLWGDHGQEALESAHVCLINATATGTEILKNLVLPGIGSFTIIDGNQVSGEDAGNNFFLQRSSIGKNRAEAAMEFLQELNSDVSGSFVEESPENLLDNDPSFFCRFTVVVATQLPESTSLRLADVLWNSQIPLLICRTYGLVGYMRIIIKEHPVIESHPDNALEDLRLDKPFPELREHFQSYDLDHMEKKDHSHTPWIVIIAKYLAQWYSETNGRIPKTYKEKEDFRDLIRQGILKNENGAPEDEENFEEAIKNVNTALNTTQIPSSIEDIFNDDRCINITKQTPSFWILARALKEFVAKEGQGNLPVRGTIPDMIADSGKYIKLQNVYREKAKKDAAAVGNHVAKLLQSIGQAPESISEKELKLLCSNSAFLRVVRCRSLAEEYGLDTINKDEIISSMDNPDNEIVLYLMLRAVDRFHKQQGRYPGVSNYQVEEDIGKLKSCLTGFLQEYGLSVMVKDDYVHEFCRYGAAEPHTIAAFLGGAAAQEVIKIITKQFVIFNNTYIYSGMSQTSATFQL
LMPTP inh: LMPTP phosphatase inhibitors, primary screen, biochemical, fluorescence intensity, uHTS | Low molecular weight phosphotyrosine protein phosphatase (Homo sapiens), P24666 | recombinant LMPTP-A, OMFP fluorogenic substrate | inhibition, % at 20 µM | 0.22% of 360,000 active | AID 651560, 2012;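 active = compounds that cut the enzyme signal by at least half of the control window in the single-dose screen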;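 also: plate controls were DMSO wells with enzyme plus substrate for no effect and substrate without enzyme for full effect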
Target sequence (P24666 whole entry, looked up): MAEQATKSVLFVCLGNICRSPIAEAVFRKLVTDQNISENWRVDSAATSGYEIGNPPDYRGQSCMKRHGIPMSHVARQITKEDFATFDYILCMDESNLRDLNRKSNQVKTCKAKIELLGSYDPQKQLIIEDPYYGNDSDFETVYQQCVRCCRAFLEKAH
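Test system – LMPTP-A enzyme · Amount – LMPTP-A at 0.625 nM final in the reaction · Buffer or medium – Bis-Tris pH 6.0, DTT, detergent · Reagent – OMFP 400 µM · Doses – single 20 µM dose · Schedule – reaction 50 min, room temperature, dark · Detection – fluorescence intensity of OMFP turnover product · Evaluation – percent inhibition versus substrate-only and uninhibited controls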
SUMO1-SIM PPI: modulators of SUMO1 protein-protein interactions, primary screen, biochemical, uHTS; Small ubiquitin-related modifier 1 (Homo sapiens), P63165; SUMO1 binding to a labelled peptide, TR-FRET, 1 h; inhibition, % at 20 µM; 0.33% of 360,000 active; in the data active = inhibition above about 37%
Target sequence (P63165 whole entry, looked up): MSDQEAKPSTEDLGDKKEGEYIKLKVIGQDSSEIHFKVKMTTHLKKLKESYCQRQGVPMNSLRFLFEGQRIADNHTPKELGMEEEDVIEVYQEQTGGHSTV
NadD inh: inhibitors of S. aureus NadD, primary screen, biochemical, colorimetric, uHTS. 0.78% of 360,000 active. AID 602399, 2012. inhibition, % at 20 µM. purified NadD enzyme, colorimetric absorbance read-out. Nicotinate-nucleotide adenylyltransferase NadD (Staphylococcus aureus N315); in the data active = inhibition above about 26%; also: some compounds past the cut are filed as inactive
STEP inh: STEP phosphatase inhibitors, primary screen, biochemical, fluorescence intensity, uHTS; inhibition, % at 20 µM; recombinant STEP, OMFP fluorogenic substrate; Tyrosine-protein phosphatase non-receptor type 5 (Homo sapiens), P54829; AID 588621, 2011; 0.25% of 360,000 active;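 active = inhibition at 20 µM, scaled per plate between control wells, above about 37%, limit read from the data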;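 also: 0% = DMSO with enzyme and substrate and 100% = substrate only without enzyme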
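Measure: Control-normalized % inhibition with plate pattern correction | Test system: STEP phosphatase, cell-free reaction | Medium: pH 6.0 Bis-Tris with DTT and Tween 20 | Technique: Fluorescence, 480/540 nm | Times: Reaction 20 min, ambient temperature | Doses: Single compound dose of 20 µM, 1% DMSO final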
DNMT1 inh: human DNMT1 methyltransferase inhibitors, primary screen, biochemical, molecular beacon, fluorescence, HinP1I cleavage, uHTS. inhibition (reported as % activation of signal), % at 10 µM. AID 588458, 2011. DNA (cytosine-5)-methyltransferase 1 (Homo sapiens), P26358. 0.83% of 360,000 active; in the data active = inhibition above about 50%
The depositor's hits bear a star; i = inactive; / = no result given.

A first look:
Results follow in this order: Scp1 inh	Tb MetRS inh	CendR NRP1 mod	SKN-1 block	Neddylation inh	LMPTP inh	SUMO1-SIM PPI	NadD inh	STEP inh	DNMT1 inh
- COCCN(C(=O)CCC(=O)Nc1nccs1)C(C(=O)NCCC(C)C)c1ccc(F)cc1 (centres undefined)
  -4	-0.3	5	9	i	-1.2	1	-6	-2	3
- CS(=O)(=O)N1CCCC(C(=O)NCCc2ccccc2)C1 (centres undefined)
  0	-0.5	17	11	i	-0.7	-2	2	0	2
- c1coc(CNCCCN2CCOCC2)c1
  -2	-1.0	-13	-4	i	-6.7	-1	3	-3	-3
- O=C1N/C(=C/c2cccn2-c2ccccc2)C(=O)N1c1cccc(Cl)c1
  -4	0.2	-23	13	i	-5.3	-1	3	2	19
- Cc1ccc(S(=O)(=O)NCC(=O)OCC(=O)N(C)C2CCS(=O)(=O)C2)cc1 (centres undefined)
  -4	0.2	-1	7	i	-0.2	2	-1	-1	0
- Cc1c(Cl)cccc1Nc1nc(NCCO)c2ccccc2n1
  -3	0.9	6	16	i	9.6	4	-6	1	1
- COc1ccc2c(c1)CCc1c(C(=O)N3CCCC3)noc1-2
  -5	0.3	10	9	i	-0.4	1	-5	0	-3
- CN(C)S(=O)(=O)N1CCN(C(=O)N(c2ccccc2)c2ccccc2)CC1
  -3	-0.5	-13	0	i	0.1	-6	-4	-1	-3
- CC(=O)Nc1ccc(S(=O)(=O)Oc2ccc(Br)cc2C(=S)N2CCOCC2)cc1
  -2	-0.2	0	-10	i	0.3	5	-5	2	2

The list itself, previewed entries included:
Results follow in this order: Scp1 inh	Tb MetRS inh	CendR NRP1 mod	SKN-1 block	Neddylation inh	LMPTP inh	SUMO1-SIM PPI	NadD inh	STEP inh	DNMT1 inh
- COCCN(C(=O)CCC(=O)Nc1nccs1)C(C(=O)NCCC(C)C)c1ccc(F)cc1 (centres undefined)
  -4	-0.3	5	9	i	-1.2	1	-6	-2	3
- CS(=O)(=O)N1CCCC(C(=O)NCCc2ccccc2)C1 (centres undefined)
  0	-0.5	17	11	i	-0.7	-2	2	0	2
- c1coc(CNCCCN2CCOCC2)c1
  -2	-1.0	-13	-4	i	-6.7	-1	3	-3	-3
- O=C1N/C(=C/c2cccn2-c2ccccc2)C(=O)N1c1cccc(Cl)c1
  -4	0.2	-23	13	i	-5.3	-1	3	2	19
- Cc1ccc(S(=O)(=O)NCC(=O)OCC(=O)N(C)C2CCS(=O)(=O)C2)cc1 (centres undefined)
  -4	0.2	-1	7	i	-0.2	2	-1	-1	0
- Cc1c(Cl)cccc1Nc1nc(NCCO)c2ccccc2n1
  -3	0.9	6	16	i	9.6	4	-6	1	1
- COc1ccc2c(c1)CCc1c(C(=O)N3CCCC3)noc1-2
  -5	0.3	10	9	i	-0.4	1	-5	0	-3
- CN(C)S(=O)(=O)N1CCN(C(=O)N(c2ccccc2)c2ccccc2)CC1
  -3	-0.5	-13	0	i	0.1	-6	-4	-1	-3
- CC(=O)Nc1ccc(S(=O)(=O)Oc2ccc(Br)cc2C(=S)N2CCOCC2)cc1
  -2	-0.2	0	-10	i	0.3	5	-5	2	2
- CC(C)NC(=O)CCn1c(=S)oc2ccccc21
  -2	-0.9	4	-13	i	-0.3	-1	-1	-2	0
- Cc1ccc(Oc2nsnc2N2CCOCC2)cc1
  -8	0.4	-4	-13	i	2.1	1	3	-2	0
- CC1(C(=O)NS(=O)(=O)c2cccc(OC(F)F)c2)CCN1C(=O)C1CC1 (centres undefined)
  /	-0.2	-11	21	i	-2.8	6	1	-2	4
- CCn1c(SCC(=O)Nc2ccccc2-c2ccccc2)nnc1-c1ccoc1C
  -2	0.5	1	-7	i	0.8	1	0	1	1
- O=C(Nc1ncnc2sc3c(c12)CCCCC3)c1ccc(F)cc1
  0	-1.1	6	0	i	-0.8	1	2	1	0
- COCc1c(C(N)=O)nnn1-c1nonc1N
  1	0.0	-10	10	i	-1.2	-2	-4	2	-2
- CN(C)c1cccc(NC(=O)C2Cc3c(-c4ccccc4Oc4ccccc4)ccnc3O2)c1 (centres undefined)
  /	-0.4	-9	-2	i	1.5	6	4	-1	-16
- Cn1c(SCC(=O)NCc2ccc3c(c2)OCO3)nc2c(c1=O)SCC2
  7	-0.1	8	16	i	-0.7	-8	0	0	2
- CCOc1ccc(OC(=O)c2ccc3c(=O)n4c(nc3c2)CCC4)cc1
  11	-0.2	2	2	i	0.1	-5	-1	2	0
- O=C(Cc1ccc(Cl)cc1)Nc1ccccc1Sc1ccccc1
  -12	-1.2	1	12	i	4.8	-2	6	-1	-1
- CCNC(=O)COC(=O)c1ccc(S(=O)(=O)N2CCCCCC2)cc1
  -8	-0.6	2	-15	i	0.3	1	-5	-2	-2

The listing continues.
Results follow in this order: Scp1 inh	Tb MetRS inh	CendR NRP1 mod	SKN-1 block	Neddylation inh	LMPTP inh	SUMO1-SIM PPI	NadD inh	STEP inh	DNMT1 inh
- O=C(NCC1CCCO1)C(c1ccncc1)N(Cc1cccs1)C(=O)CN1C(=O)c2ccccc2S1(=O)=O (centres undefined)
  -1	-1.5	7	2	i	-1.0	0	1	1	4
- C/C(=N\NC(=O)CCn1nnc2ccccc21)c1ccco1
  -4	-0.9	-1	0	i	-1.3	-4	7	2	0
- Cc1ccc(CCNC(=O)C2CCN(S(=O)(=O)N3CCOCC3)CC2)cc1
  -5	-0.8	-4	-1	i	-2.0	-2	-4	-2	0
- Cn1c(=O)oc2cc(S(=O)(=O)NCc3ccccc3)ccc21
  -4	-1.1	0	8	i	-0.6	5	1	0	4
- Cc1cc(=O)n(C)c(=O)n1CCCCCCOc1cccc([N+](=O)[O-])c1
  -6	-0.3	2	3	i	0.6	-24	-2	-1	-2
- O=C1CN(c2nc(-c3ccccc3)c3cc(Cl)ccc3n2)c2ccccc2N1
  3	0.4	61	5	i	-1.0	3	-2	0	30
- COc1ccc(NC(=O)C(C2CC2)n2c(=O)c(-c3cc4ccccc4[nH]3)nc3ccccc32)cc1 (centres undefined)
  /	0.1	-12	14	/	5.3	-7	/	/	/
- OCCC1CN(Cc2ccc(Oc3ncccn3)cc2)CCN1C1CCCC1 (centres undefined)
  3	-1.1	11	-6	i	-1.2	1	-2	-2	0
- O=C(O)CCCC(=O)Nc1nc(-c2ccc(F)cc2)cs1
  3	0.4	2	-12	i	2.2	2	6	0	-2
- CCc1nnc(NC(=O)C(C)Sc2ccccc2)s1 (centres undefined)
  -7	-0.1	10	-7	i	-0.4	4	2	0	-4
- CSc1nnc2c(n1)OC=Nc1ccc(Br)cc1-2
  -3	0.1	-1	6	i	-1.5	-30	-6	-2	-9
- CC(C)N(C(=O)[C@H]1C[C@H](CC(=O)NCc2ccco2)C(=O)N2CCc3c([nH]c4cc(CCC(=O)N(C)C)ccc34)[C@]12C)C(C)C
  7	-1.1	12	7	i	-2.4	17	1	0	2
- CCOC(=O)c1csc(-c2snnc2C)n1
  1	0.2	1	-11	i	-1.1	-25	-4	0	1
- Cc1ccc(NC(=O)n2ccc(-c3ccc(-n4ccnc4)cc3)n2)cc1
  -8	0.2	-8	-9	i	1.5	5	-2	-3	5
- C=CCNc1nc(C(=O)OCC(=O)Nc2ccc(S(N)(=O)=O)cc2)cs1
  58*	-0.1	-21	-6	i	13	-1	13	3	-4
- COC(=O)c1cccc(NC(=O)Cn2nnc3ccccc32)c1
  0	14*	-26	-4	i	-0.8	-6	-8	1	11
- O=C(COC(=O)c1ccccc1F)Nc1ccc2c(c1)OCCO2
  -7	-0.5	0	14	i	-1.0	3	-7	-2	-1
- CSc1ncc2c(n1)-c1cc(C)ccc1SC2
  -9	-0.2	3	28	i	0.9	3	6	4	11
- Cc1ccc(S(=O)(=O)C(C#N)c2nc3ccccc3nc2N2CCC(C)CC2)cc1 (centres undefined)
  5	-1.0	-10	5	i	-0.1	-3	1	-1	-6
- COc1ccc(/C=C(\C#N)C(=O)OCC(=O)NC2CC2)cc1
  8	-1.5	2	10	i	-1.2	-16	3	-2	-4

Other records follow:
Results follow in this order: Scp1 inh	Tb MetRS inh	CendR NRP1 mod	SKN-1 block	Neddylation inh	LMPTP inh	SUMO1-SIM PPI	NadD inh	STEP inh	DNMT1 inh
- c1ccc(Cn2c(CN3CCCC3)nc3ccccc32)cc1
  1	-0.2	-2	-2	i	0.4	0	1	-1	0
- Cc1cc(-n2c(SCCC#N)nnc2-c2cccnc2)ccc1Cl
  -17	-1.1	-5	6	i	-2.0	-2	0	-3	6
- Cc1ccc(CNC(=O)c2ccc(N3CCC4(CC3)CC(c3cccc(Br)c3)=NO4)c(NC(=O)c3ccc(Cl)c([N+](=O)[O-])c3)c2)cc1
  0	-0.2	-13	6	i	-0.8	-1	34*	5	12
- CC(=O)c1c(N2CCN(Cc3ccccc3)CC2)nc(=S)n(-c2ccccc2)c1C
  14	-1.0	-28	-5	i	0.5	-1	4	-6	0
- CCCc1nc2c(C)cc(Br)cn2c1Cc1ccc(OC)cc1C
  /	-0.5	6	9	i	-0.2	-8	5	-3	-15
- O=C(NNS(=O)(=O)c1ccccc1[N+](=O)[O-])c1cccc(Cl)c1
  -8	0.3	3	1	i	-1.3	-1	0	-4	2
- Cc1nn2c(C(F)(F)F)c3c(nc2c1-c1ccccc1)CCC3
  -3	-0.1	3	5	i	-0.1	-3	0	2	-2
- Cc1ccc(C(=O)Nc2ccc(C(=O)N/N=C/c3ccc(C)o3)cc2)cc1
  12	-0.7	1	8	i	7.4	11	8	1	2
